Bioassay records from PubChem BioAssay.
mcGAS RapidFire – inhibitors of Mus musculus cyclic GMP-AMP synthase, initial high-throughput assay, cell-free, RapidFire MS; recombinant mouse cGAS, cGAMP by RapidFire MS; inhibition, % at 12.5 µM; hit rate 0.18% among 130,000;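 active = inhibition of cGAS enzyme activity at or above 60%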;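 also: enzyme stimulated by 45 bp dsDNA with ATP and GTP substrates; cGAMP share of summed cGAMP plus half ATP and half GTP signals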
Target sequence (Q8C6L5 whole entry, looked up): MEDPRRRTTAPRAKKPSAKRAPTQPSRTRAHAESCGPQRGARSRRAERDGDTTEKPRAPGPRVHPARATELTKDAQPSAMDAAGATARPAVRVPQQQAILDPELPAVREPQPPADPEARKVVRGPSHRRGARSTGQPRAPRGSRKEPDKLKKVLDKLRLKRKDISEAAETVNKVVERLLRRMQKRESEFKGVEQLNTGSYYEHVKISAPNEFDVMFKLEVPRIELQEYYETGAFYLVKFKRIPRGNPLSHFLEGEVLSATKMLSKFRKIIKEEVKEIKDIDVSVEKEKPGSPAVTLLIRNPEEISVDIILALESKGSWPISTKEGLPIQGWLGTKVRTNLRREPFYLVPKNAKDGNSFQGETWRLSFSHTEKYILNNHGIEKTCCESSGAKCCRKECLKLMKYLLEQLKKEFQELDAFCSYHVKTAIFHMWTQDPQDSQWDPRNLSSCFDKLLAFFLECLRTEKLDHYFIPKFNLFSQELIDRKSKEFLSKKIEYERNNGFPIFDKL
An asterisk follows results filed as active; & = joins results of further samples. A portion of the library (hit frequency here may not be typical).

#	compound	mcGAS RapidFire
1	CC(C)CN1CCC(NC(=O)NC(C)Cc2c(F)cccc2F)CC1 (centres undefined)	-3
2	COc1cccc(NC(=O)C2(C)CCN2Cc2ccc(OC(C)C)cc2)c1 (centres undefined)	-8
3	CCCCc1ccc(Nc2nc(N3CCOCC3)c3[nH]cnc3n2)cc1	-4
4	Cc1c(C#N)c(NC(=O)CN2c3ccccc3CCC2C)n(CC2CCCO2)c1C (centres undefined)	-9
5	COc1ccc(-n2c(CSc3ncccn3)n[nH]c2=S)cc1	-6
6	O=C(COc1ccc(-n2cnnn2)cc1)Nc1cccc(Br)c1	-1
7	CC(C)N(Cc1cnn(C)c1)C(=O)CCc1nnc(CCCc2ccccc2)o1	0
8	C/C(CC(=O)Nc1ccccn1)=N\NC(=O)c1cccc(C)c1	-4
9	CC12CCC(CC1=NNc1nc3ccccc3o1)C2(C)C (centres undefined)	-4
10	CN=c1scc(-c2ccc(F)cc2)n1N=C(C)c1ccncc1	-22
11	Cn1nnc2c(N3CCN(C(=O)C4CCCC4)CC3)ncnc21	-1
12	COc1ccc(C#N)c(NC(=O)c2cncc(C)c2)c1	1
13	NS(=O)(=O)c1cnccc1NCc1ccccc1	-5
14	COc1cc(C=C2SC(=S)N(Cc3ccco3)C2=O)ccc1OCC(N)=O	-2
15	COCCN(Cc1cccs1)C(=O)c1ncc(F)cc1F	-9
16	CCOc1ccccc1C(=O)Nc1c(C)nc2cc(C)ccn2c1=O	18
17	C[n+]1ccc(C(=O)C(=C(O)c2ccccc2)c2nc3ccccc3[nH]2)cc1	-4
18	Cc1ccc2c(c1)nc(CCNC(=O)c1ccn[nH]1)n2C	-3
19	Cc1c(C(=O)NS(C)(=O)=O)nnn1-c1ccccc1Cl	-4&-1
20	COc1cc(NC(=O)C2CCCC2)c(C(=O)OCC(C)=O)cc1OC	-1
21	Cc1ccc(OCC(=O)NNC(=O)CCOc2ccccc2)cc1	-8
22	CSc1[nH]c(=O)cc(C)c1C(=O)O	10
23	CC1=C(C(=O)OC(C)C)C(c2cccs2)NC(=S)N1 (centres undefined)	-3
24	Cc1ccc(C(=O)Nc2c3c(nn2-c2ccccc2C)CSC3)cc1	-8
25	CC(c1ccc(-n2cncn2)cc1)N(C)C(=O)NCC1COc2ccccc2O1 (centres undefined)	-9

Overlap with the part before: two compounds; new compounds follow.
#	compound	mcGAS RapidFire
24	Cc1ccc(C(=O)Nc2c3c(nn2-c2ccccc2C)CSC3)cc1	-8
25	CC(c1ccc(-n2cncn2)cc1)N(C)C(=O)NCC1COc2ccccc2O1 (centres undefined)	-9
26	Cc1ccc(NC(=O)C2CC2c2ccco2)cc1N1CCOC1=O (centres undefined)	-6
27	Cc1c(C(=O)NCc2cccc([N+](=O)[O-])c2)sc(=O)n1Cc1ccc(F)cc1	-6
28	COC(=O)CN1CC(c2ccccc2)NC1=S (centres undefined)	-5
29	CC(C)(CNS(=O)(=O)c1ccc(Br)s1)N1CCOCC1	-3
30	Cc1cc(=O)oc2cc(NC(=O)C3CCC(=O)N3)ccc12 (centres undefined)	-7
31	N#Cc1ccccc1NC(=O)c1n[nH]c([N+](=O)[O-])c1Br	70*
32	COCCNC(=O)C1CCCN(C2CCN(c3ccc4ccccc4n3)CC2)C1 (centres undefined)	5
33	c1ccc(COC2CCCN(Cc3cc4n(n3)CCNC4)C2)cc1 (centres undefined)	-9
34	CC(C)CN1CCN(C(=O)NCCc2ccc(F)cc2)C(C)C1=O (centres undefined)	-12
35	CCn1c(C2CCN(Cc3ccc(N4CCCC4)cc3)CC2)nn(C)c1=O	-11
36	Cc1ccc(NC(C)(C(=O)NCC(C)(C)CO)c2ccccc2)cc1 (centres undefined)	-7
37	O=C(NC1CC(=O)N(CCc2ccccc2)C1)c1ccoc1 (centres undefined)	-7
38	CCc1ocnc1C(=O)N1CCCC(C(=O)c2ccccn2)C1 (centres undefined)	-5
39	COc1cccc(-n2ncc3c2C(Cc2cscn2)N(CCOc2ccccc2)C3=O)c1 (centres undefined)	2
40	COc1cccc(Nc2nc(C(=O)N3CCCC(C(=O)O)C3)cs2)c1 (centres undefined)	0
41	O=C(CCn1c(=O)[nH]c(=O)c2ccccc21)NCCCCOc1ccc(F)cc1	2
42	CO[C@H]1COC[C@@H]1NC(=O)c1ccc(CSc2ccccn2)cc1	-27
43	COC(=O)C1(NC(=O)c2ccc(S(=O)(=O)N3CCCCC3)cc2)CCCCC1	-3
44	COc1ccc(C=NN=C(N)N)c(OC)c1OC	-2
45	COc1cccc(CN2CCN(Cc3ccc(F)cc3Cl)CC2CCO)c1 (centres undefined)	-8
46	O=C(Nc1nnc2ccccn12)C1CCN(S(=O)(=O)Cc2ccccc2)CC1	-3
47	CS(=O)(=O)c1ccc(NC(=O)c2ccoc2)cc1F	-4
48	COc1cc2c(cc1OC)CN(Cn1nc(-c3cccs3)n(C3CC3)c1=S)CC2	-2
49	COc1ccc(-c2c(C#N)c(SCC(=O)OC(C)C)nc(C)c2C(=O)Nc2ccccc2)cc1	-4
50	COCC(C)NC(=O)C1CCN(c2cc(C)nc(-c3cccnc3)n2)CC1 (centres undefined)	-2

Given as labelled records: part of the list above.
(45) COc1cccc(CN2CCN(Cc3ccc(F)cc3Cl)CC2CCO)c1 (centres undefined)
  mcGAS RapidFire: -8
(46) O=C(Nc1nnc2ccccn12)C1CCN(S(=O)(=O)Cc2ccccc2)CC1
  mcGAS RapidFire: -3
(47) CS(=O)(=O)c1ccc(NC(=O)c2ccoc2)cc1F
  mcGAS RapidFire: -4
(48) COc1cc2c(cc1OC)CN(Cn1nc(-c3cccs3)n(C3CC3)c1=S)CC2
  mcGAS RapidFire: -2

Next section
#	compound	mcGAS RapidFire
51	CC(NC(=O)Cn1cnc2c(cnn2C)c1=O)c1ccc2ccccc2c1 (centres undefined)	-5
52	CCOC(=O)CN(C)C(=O)c1cn(Cc2ccc(F)cc2Cl)nn1	-9
53	O=c1c2nnn(Cc3ccc(Cl)cc3)c2ncn1Cc1ccccc1F	6
54	CC1CN(C(=O)CC2CSc3nc(C(C)C)cc(=O)n32)CC(C)O1 (centres undefined)	-1
55	O=C(c1sccc1S(=O)(=O)N1CCCC1)N1CCN(c2ccccn2)CC1	1
56	NC1=NN=C(c2ccccc2)CS1	1
57	COC(=O)c1ccc2c(c1)C(=O)/C(=C\c1cc(OC)ccc1OC)O2	-3
58	C[n+]1ccn2c3c(c4cc(C5CCCCC5)ccc42)CCCc31	0
59	O=C1C2=C(Nc3[nH]c(=O)[nH]c(=O)c3C2c2ccc(Cl)cc2)c2ccccc21 (centres undefined)	28
60	Fc1ccccc1CSC1=NC2CCCCC2N1 (centres undefined)	-4
61	COC(=O)c1cc(S(=O)(=O)NC2CCCCCC2)cn1C	-10
62	CC1CCN(C(=O)CN2CCN(c3ccccc3O)CC2)c2ccccc2S1 (centres undefined)	1
63	O=C(O)CSc1cc(Cl)ccc1Cl	11
64	COCCNC(=O)C1(C)CCCN(Cc2ccc(-c3ccccc3)o2)C1 (centres undefined)	11
65	Cc1cc(NC(=O)c2ccco2)sc1C(=O)N1CCc2[nH]c3ccccc3c2C1	7
66	COc1ccc(C(=O)C=C2C(=O)Nc3ccccc32)cc1	-10
67	O=C(O)c1ccc(-c2ncnc3[nH]ccc23)s1	4
68	O=C(O)CN1C(=O)/C(=C\c2ccc(OC(=O)c3cc([N+](=O)[O-])ccc3[N+](=O)[O-])cc2)SC1=S	-1
69	Cn1c(=O)c2c(nc3sccn32)n(C)c1=O	0
70	S=c1[nH]nc(Cc2ccccc2)n1Cc1ccco1	-3
71	Cc1ccc(NC(=O)CC(=O)NC2CCCN(C(=O)C3CC3)C2)c(C)c1 (centres undefined)	-18
72	CC1CCCCC1NC(=O)c1cccn2c(=O)c3c4c(sc3nc12)CCCC4 (centres undefined)	-7
73	CCN(CC)S(=O)(=O)c1cccc(C(=O)Nc2nnc(C(C)C)s2)c1	2
74	Nc1cccc2c1CN(C1CCC(=O)NC1=O)C2=O (centres undefined)	1
75	O=C1C2CC=CCC2C(=O)N1CNc1ccccc1Cl (centres undefined)	-6
76	O=C(c1ccc([N+](=O)[O-])cc1)N1CCCC(OCc2cccc(C(F)(F)F)c2)C1 (centres undefined)	-1
77	COC(=O)c1c2c(nc3c1c(-c1cccs1)nn3C1CCS(=O)(=O)C1)CCC2 (centres undefined)	-10
78	O=c1cc(CN2CCCCC2)nc2sc3c(n12)CCCC3	-6
79	COC(=O)c1cnn(-c2cc(Oc3cccc(C)c3)nc(C)n2)c1C	-21
80	CN1CCC=C(Cn2nccc2NC(=O)Cc2ccc(F)cc2)C1	-40
81	CN(CC1CCCN1c1ccc(S(C)(=O)=O)cc1S(C)(=O)=O)c1ccccc1 (centres undefined)	-10
82	c1ccc(Cc2nnc3sc(-c4ccc5c(c4)OCO5)nn23)cc1	3
83	CC(CN1CCOCC1)NCc1csc(-c2cnccn2)n1 (centres undefined)	-19
84	COc1ncccc1-c1ccc(OC(C)C(=O)O)c(Cl)c1 (centres undefined)	-1
85	Cc1nn(CN2CCN(S(=O)(=O)c3ccc(Cl)cc3)CC2)c(=S)s1	-6
86	Cc1ccc(C)n1-c1ccc(C(=O)NNC2=NCCC2)s1	-13
87	O=C1CNC(=O)N1CCN1CCCCC1Cn1cccn1 (centres undefined)	-9
88	Cc1nc2c3ccccc3[nH]c(=O)n2n1	-10
89	CC(C)N(C)c1ccc(NC(=O)C(C)n2cnc3ccccc32)cc1F (centres undefined)	1
90	NC(=S)NC1=CN(c2ccccc2)N=C(c2ccc([N+](=O)[O-])cc2)N=C1	46
91	COc1cc(CNC(=O)CCl)cc(OC)c1OC	-4
92	CN(CCC#N)C(=O)CN1CCN(Cc2cscn2)CC1	-9
93	Fc1ccccc1-n1ncc2c1CCCC2NCc1ccc2nsnc2c1 (centres undefined)	-9
94	CC(=O)N1CCC(N2CCC(C3CCN(c4ncccn4)CC3)C2)CC1 (centres undefined)	-8
95	OC(CNC12CC3CC(CC(C3)C1)C2)COc1ccccc1 (centres undefined)	-5
96	COc1ccc(N2CCN(C(=O)C3CC=CCC3C(=O)NCCc3ccc(S(N)(=O)=O)cc3)CC2)cc1 (centres undefined)	1
97	Cc1cnc2c(C(=O)NCc3snnc3C(C)C)cnn2c1	-10
98	Cc1ccsc1C(=O)N1CCC1(C)C(=O)Nc1cccc(C#N)c1 (centres undefined)	-7
99	O=C(Cn1cccnc1=O)Nc1ccc(Oc2ccccc2Cl)cc1	1
100	Cc1cc2c(o1)CC(C)(C)CC2NC(=O)CCn1c(C)csc1=O (centres undefined)	-3

Other results follow.
#	compound	mcGAS RapidFire
101	Cc1ccc(CNC(=O)CCC2CCCN(C(=O)c3sccc3C)C2)o1 (centres undefined)	3
102	O=C(/C(F)=C/c1ccccc1)N1CCCC(Nc2ccccc2)C1 (centres undefined)	-2
103	COc1ccccc1/C=C/C1=NC(=C\c2ccccc2F)/C(=O)O1	-9
104	CC(C(=O)Nc1ccc(CCC(F)(F)F)cc1)N1C(=O)NC2(CCCC2)C1=O (centres undefined)	-6
105	CN(C)C(=O)c1ccc(-c2ccc3c(c2)OCCO3)o1	-4
106	O=C(NC1CCc2ccccc21)c1cccc(N2CCCC2=O)c1 (centres undefined)	2
107	CN(Cc1nc2c(s1)CCCC2)C(=O)C1CCC(=O)N(CCc2ccccn2)C1 (centres undefined)	0
108	CC(NC(=O)C12CC3CC(CC(C3)C1)C2)C(=O)NNC(=O)CCC1CCCCC1 (centres undefined)	42
109	O=S(=O)(c1ccc(Cl)s1)N(Cc1ccco1)Cc1ccco1	-1
110	CN1C(=O)CON=C1c1cccc2ccccc12	-10
111	COc1ccccc1C(c1c(NC(C)=O)sc2c1CCCC2)N1CCN(CCO)CC1 (centres undefined)	-3
112	CC(C)c1cc(NC(=O)CN2CCCC2c2cccs2)on1 (centres undefined)	-9
113	CCSC(C(=O)NCC1(N2CCCCC2)CCOCC1)C(C)C (centres undefined)	11
114	C[C@@H]1CCC2C(C(=O)[C@H](C)CCC1=O)C2(C)C (some centres undefined)	-17
115	CCn1c(=NC(=O)c2nc3ccccc3s2)sc2cccc(OC)c21	-10
116	CC(=O)N(CN1C(=O)c2ccc(Br)cc2C1=O)c1ccc(OCc2ccccc2)cc1	-3
117	CCN(CC(=O)NCc1cccs1)C(=O)c1ccc(=O)n(Cc2ccccc2)n1	-11
118	O=S(=O)(NC1CCCOc2ccc(F)cc21)N1CCCCCC1 (centres undefined)	-8
119	c1n[nH]c2c1C(c1nc(C3CC3)no1)CCC2 (centres undefined)	-11
120	Fc1ccc(C2CC(c3cccc(Br)c3)=Nc3ncnn32)cc1 (centres undefined)	-7
121	CN(Cc1nc2ccsc2c(=O)[nH]1)C(=O)C(c1ccc(F)cc1)N(C)C (centres undefined)	-21
122	CCOc1cc(S(=O)(=O)NCc2ccco2)ccc1F	9
123	Cc1ccsc1[C@@H]1CCN(C(=O)CCc2nc3ccccc3[nH]2)C[C@H]1O	10
124	CN(C)c1nc(C(=O)OCCO)nc(N(C)C)n1	3
125	COC(=O)C(N)CS (centres undefined)	-5&4

Another view of some results above:
114. C[C@@H]1CCC2C(C(=O)[C@H](C)CCC1=O)C2(C)C (some centres undefined)
  mcGAS RapidFire = -17

123. Cc1ccsc1[C@@H]1CCN(C(=O)CCc2nc3ccccc3[nH]2)C[C@H]1O
  mcGAS RapidFire = 10

112. CC(C)c1cc(NC(=O)CN2CCCC2c2cccs2)on1 (centres undefined)
  mcGAS RapidFire = -9

Continued:
#	compound	mcGAS RapidFire
126	OCc1cnn(-c2ccccc2)c1	-6
127	COc1ccccc1CN1CCN(S(=O)(=O)c2ccc(C#N)cc2)CC1	-10
128	O=c1c(O)c(-c2ccc(O)c(O)c2)oc2cc(O)cc(O)c12	17
129	O=C1CCC(=O)N1OCCOc1ccc(Cc2ccccc2)cc1	-23
130	O=C(NC1CCCOc2ccc(F)cc21)c1cccc2c1OCCO2 (centres undefined)	-15
